# Eya2 phos inh = Eya2 (human) phosphatase inhibition; actives 0.006% (n = 330,000); recombinant Eya2, OMFP fluorescence dephosphorylation (OMFP is methylfluorescein phosphate); Potency, µM (top dose mostly 76.9 µM), for the others: top-dose activity, negative = inhibition, actives largely listed as inhibitors; O00167; note: potency is the fitted concentration of half-maximal effect; % is set by controls: 0 for no effect and ±100 for the full control effect
#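 Eya2 protein (added as 0.2 uM solution) was preincubated with compound for 10 min at ambient temperature in 50 mM HEPES pH 7.5, 50 mM NaCl, 5 uM MgCl2, 0.05% BSA, 1 mM DTT. OMFP (added at 50 uM) then reacted 10 min; fluorescence read at 485/525 nm.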
# Mito fusion yeast = mitochondrial division inhibition or fusion activation. S. cerevisiae fusion-defective mutant growth rescue, CellTiterGlo 48 h. Potency, µM (series often up to 46.1 µM), for the others: at the top dose growth rescue (activation), most hits filed as activators. actives 0.23% (n = 320,000). AID 485298;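 note: potency is the fitted concentration of half-maximal effect; % of control where 0% means no effect; nearly all actives have a fitted effect of over 45% in size; temperature-sensitive fusion mutants such as fzo1-1 at 37 °C on non-fermentable ethanol glycerol medium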
#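 S. cerevisiae fusion-defective temperature-sensitive mutants (e.g. fzo1-1, mgm1-5) grown 48 h at 37C in YPEG (ethanol/glycerol non-fermentable) medium with 23 nl compound per well; growth rescue read as CellTiterGlo luminescence.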
# BCR signal inh = chronic active BCR signaling inhibition; AID 493014; ABC-DLBCL IkBa-CBG/CBR reporter, luminescence ratio, 4 h; Potency, µM (highest dose often 46.1 µM), for the others: top-dose ratio change, negative = lower green/red ratio, most hits filed as inhibitors; actives 0.05% (n = 340,000); active = well fitted inhibition curve with a large enough effect in the signal ratio, with a control signal flat, not every such curve was filed as active; inconclusive = small, poorly fitted or top-dose-only effect, or effect the other way, or a change in a side signal; the % refers to the signal ratio;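 note: potency is the fitted concentration of half-maximal effect; plate controls were basal doxycycline-induced cells for no effect and cells given 10 µM MG132 for full effect; MG132 reads +100%, hits lower the ratio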
#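 Compounds up to 46 uM were incubated four hours with TMD8 cells whose green CBG68 luciferase is fused to IkappaBalpha; red CBR luminescence normalised the signal, and concentration-effect curves were fitted to fusion, red and ratio data.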
# GALK inhibitor = inhibitors of human galactokinase. P51570. actives 0.007% (n = 270,000). AID 1868. Purified GALK, Kinase-Glo residual ATP luminescence. Potency, µM (doses to about 57.5 µM), for the others: top-dose activity change, negative = inhibition, hits mostly inhibitors; note: potency is the fitted concentration of half-maximal effect; % is set by controls: 0 for no effect and ±100 for the full control effect
#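 GALK at 5 nM final was combined with compound, 35 uM ATP and 100 uM galactose in HEPES pH8.0 with MgCl2 and DTT. The reaction ran one hour at room temperature before luminescent ATP detection.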
# MBNL1 CUG block = blocks human MBNL1 binding to CUG repeat RNA; AID 2675; actives 0.036% (n = 280,000); TR-FRET MBNL1-His/biotin-(CUG)12 binding, 665/545 ratio; Potency, µM (series often up to 57.5 µM), for inactives: at the top dose activity change, negative = inhibition, most hits filed as inhibitors; active = well fitted inhibition curve with a large enough effect in the signal ratio, with a control signal flat, not every such curve was filed as active; inconclusive = small, poorly fitted or top-dose-only effect, or effect the other way, or a change in a side signal; inactive = no such curve, though single readings can be large or run the other way; the % refers to the signal ratio; note: potency is the fitted concentration of half-maximal effect; % is set by controls: 0 for no effect and ±100 for the full control effect
# Target sequence (Q9NR56 whole entry, looked up): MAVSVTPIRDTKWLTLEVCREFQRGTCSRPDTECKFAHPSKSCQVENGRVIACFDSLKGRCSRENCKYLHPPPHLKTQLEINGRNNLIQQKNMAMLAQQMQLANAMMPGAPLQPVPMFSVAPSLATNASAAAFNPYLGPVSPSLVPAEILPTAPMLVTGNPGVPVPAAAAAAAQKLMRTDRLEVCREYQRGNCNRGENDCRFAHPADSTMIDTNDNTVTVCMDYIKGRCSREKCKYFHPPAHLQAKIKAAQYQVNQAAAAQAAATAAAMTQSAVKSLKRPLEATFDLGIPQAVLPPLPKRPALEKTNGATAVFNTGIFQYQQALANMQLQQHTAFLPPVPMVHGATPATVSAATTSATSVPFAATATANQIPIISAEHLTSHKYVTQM
#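 Compounds (final 92 nM to 58 uM) are added to His-tagged MBNL1 and biotin-(CUG)12, then terbium anti-His antibody and streptavidin-XL665 (5 nM final). After 60 min at room temperature, the 665/545 nm ratio is read.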
# TSHR antag = human thyrotropin receptor antagonism; P16473; TSHR-expressing cells, TSH-stimulated cAMP HTRF, 2 h; hits give low values; activity change, negative = inhibition, % at 11.5 µM; actives 0.2% (n = 330,000); AID 504810;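 active = activity change below a set negative limit, meaning inhibition stronger than a set level, cut at about -70% in these data; inconclusive = activity change between two set negative limits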; note: % is set by controls: 0 for no effect and ±100 for the full control effect
#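 Cell-based HTRF cAMP assay; TSHR cells + compound, TSH EC80 (4nM final), 2 h, 37 deg C. Lysis with anti-cAMP cryptate and cAMP-d2, 30 min RT, read 665/620 nm.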
# PKM2 activator = increases activity of human pyruvate kinase M2; AID 1631; P14618; Potency, µM (highest dose often 57.5 µM), for the others: at the highest dose activation, actives largely listed as activators; purified PKM2, Kinase-Glo ATP luminescence, activation; response scale: 0% is enzyme alone, no compound; actives 0.34% (n = 260,000); note: potency is the fitted concentration of half-maximal effect; % is set by controls: 0 for no effect and ±100 for the full control effect; nearly all actives have a fitted effect of over 55% in size
#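 Purified hPK-M2 (>95% pure) converted ADP (0.1 mM final) to ATP with 0.5 mM PEP in 50 mM imidazole pH7.2, KCl, MgCl2, Tween 20, BSA; 1 h at room temperature. ATP detected by Kinase-Glo luminescence.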
# S-ASM inh = blocks human secretory acid sphingomyelinase; P17405; placental ASM, HMU-PC fluorogenic substrate, 60 min; Potency, µM (highest dose often 57.5 µM), without a hit: top-dose activity change, negative = inhibition, hits mostly inhibitors; actives 0.006% (n = 340,000); note: potency is the fitted concentration of half-maximal effect
#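 Fluorescence read-out (Ex 386 nm, Em 447 nm) after stopping the reaction at pH 10. Enzyme: ASM from human placenta; substrate HMU-PC0, 9 uM final; 60 min, 37 °C. Compound preincubation 10 min, ambient temperature.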
# KCNH2 WT inh = blocks the wildtype human KCNH2 potassium channel; U2OS, BacMam KCNH2, thallium flux FluxOr; hits give low values; activity change, % at 1.84 µM; actives 0.37% (n = 340,000);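 active = maximum activity change below -70%; inconclusive = maximum activity change between -70% and -50%; inactive = maximum activity change above -50%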; note: % is set by controls: 0 for no effect and ±100 for the full control effect
#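 U2OS cells were transduced with wild-type KCNH2 virus (2.03 x 10^8 / mL) for 4 h at room temperature, then cultured overnight at 37 C. Thallium flux was read with FluxOr dye. Rate constants were normalized to DMSO controls.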
# USP2a inh = inhibitors of human ubiquitin-specific protease USP2a | O75604 | USP2 core, Ub-CHOP2 coupled fluorogenic reporter, 485/531 | Potency, µM (top dose mostly 38.3 µM), for inactives: top-dose activity change, negative = inhibition, usual class: inhibitors | actives 0.01% (n = 330,000) | AID 463254;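 note: potency is the fitted concentration of half-maximal effect; plate controls were DMSO wells for no effect and full inhibition by NEM control for full effect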
#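 USP2 core (10nM final) preincubated 30min RT with compound in 20mM Tris-HCl pH 8.0, 2mM CaCl2, 2mM beta-mercaptoethanol, 0.05% CHAPS; 25nM Ub-CHOP2 plus 25nM reporter substrate added, fluorescence (Ex485/Em531) read after 60min.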
# Menin MLL FP TR = inhibitors of human menin-MLL interaction, mutant MLL peptide | Menin + Texas Red MLL mutant peptide, fluorescence polarization | AID 1768 | actives 0.23% (n = 270,000) | Potency, µM (titrated, usually from 61.6 µM), without a hit: at the highest dose FP activity change, negative = inhibition, usual class: inhibitors; active = well fitted inhibition curve with a large enough effect in the polarisation, with a control signal flat, not every such curve was filed as active; inconclusive = small, poorly fitted or top-dose-only effect, or effect the other way, or a change in a side signal; inactive = no such curve, though single readings can be large or run the other way; the % refers to the polarisation; note: potency is the fitted concentration of half-maximal effect; % of control where 0% means no effect; many of its hits are not listed in these tables
# Target sequence (O00255 whole entry, looked up): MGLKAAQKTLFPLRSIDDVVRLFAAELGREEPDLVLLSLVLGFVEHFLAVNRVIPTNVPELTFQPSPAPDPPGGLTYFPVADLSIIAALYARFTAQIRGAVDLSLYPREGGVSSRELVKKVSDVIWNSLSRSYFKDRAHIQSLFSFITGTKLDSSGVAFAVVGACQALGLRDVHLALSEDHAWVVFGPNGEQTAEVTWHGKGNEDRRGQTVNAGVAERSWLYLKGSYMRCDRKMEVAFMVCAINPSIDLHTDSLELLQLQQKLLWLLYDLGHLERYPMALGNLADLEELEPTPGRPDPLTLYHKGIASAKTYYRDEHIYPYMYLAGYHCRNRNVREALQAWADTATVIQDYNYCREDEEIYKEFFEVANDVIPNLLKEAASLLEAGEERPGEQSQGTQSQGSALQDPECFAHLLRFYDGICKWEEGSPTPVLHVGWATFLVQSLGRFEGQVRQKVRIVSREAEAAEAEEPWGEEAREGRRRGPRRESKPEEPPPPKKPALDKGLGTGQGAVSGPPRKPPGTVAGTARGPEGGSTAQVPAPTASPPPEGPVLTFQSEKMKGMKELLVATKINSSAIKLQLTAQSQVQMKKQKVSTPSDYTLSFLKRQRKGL
# * marks the source's active call; other numbers are inactive results; ? = inconclusive; nt = not tested or not shown; [ ] = another dose, or the depositor's remark. Unless noted, calls come from the whole dose curve; as a rule, active = well fitted curve in the direction sought with a large enough effect; inconclusive = small, poorly fitted or top-dose-only effect, or another doubt; inactive = no such curve, though single readings can be large; an effect the other way counts as inactive or inconclusive. An excerpt; the hit share may differ from the screen's.
SMILES,Eya2 phos inh,Mito fusion yeast,BCR signal inh,GALK inhibitor,MBNL1 CUG block,TSHR antag,PKM2 activator,S-ASM inh,KCNH2 WT inh,USP2a inh,Menin MLL FP TR
O=C1c2c(Br)c(Br)c(Br)c(Br)c2C(=O)N1c1ccccn1,-2%,-2%,0%,-3%,4%,-3,3%,3%,5,6%,14%
CCOCCCNC(=O)CN1CCN(Cc2ccccc2C)C1=O,4%,-1%,0%,0%,?,5,-2%,1%,-8,2%,2%
CC(C)(C)c1ccccc1OCC(=O)Nc1ncn[nH]1,-1%,2%,-6%,0%,-5%,-18,4%,3%,-19,-5%,2%
CCCCn1c(=O)cc(O)c2ccccc21,0%,-1%,0%,-4%,3%,6,-11%,1%,-8,3%,-14%
COc1ccc(C(=O)O/N=C(\N)c2ccccn2)cc1,3%,3%,nt,?,6%,-8,nt,-2%,-2,-1%,-4%
CC(=O)N1CCN(c2ccc(NC(=S)NC(=O)/C=C/c3ccccc3)cc2)CC1,-5%,-20%,9%,0%,6%,-4,2%,nt,nt,4%,-3%
CCN(CC)C(=O)N1CCN(S(=O)(=O)c2ccc(C)cc2)CC1,11%,2%,13%,1%,-3%,-2,-5%,2%,-12,2%,2%
Cc1ccc(C(=O)CSc2nc3cc(S(=O)(=O)N4CCOCC4)ccc3o2)cc1,-4%,14%,3%,0%,6%,-16,12%,-5%,-1,4%,0%
COC(=O)C1=CN(Cc2ccc(OC)cc2)C=C(C(=O)OC)C1c1cccs1,2%,3%,?,2%,?,36,6%,nt,22,-9%,-2%
CC(=O)Nc1ccc(NC2=Nc3ccccc3N3C2=Nc2c(c(C)nn2-c2ccccc2)C3c2ccccc2)cc1 (stereo not drawn),-6%,0%,?,-1%,0%,27,-2%,5%,-4,2%,?
Cc1ccc(NC(=O)c2cc(NC(=O)CCC(=O)O)ccc2N2CCCCC2)cc1,-12%,-4%,?,-3%,7%,-8,-2%,-2%,-23,1%,54%[activator]
CC1(C)Cc2cccc(OCC(=O)N3CCN(c4ccccc4Cl)CC3)c2O1,-1%,17%,-10%,nt,nt,8,nt,-5%,-4,4%,nt
Cc1c(OCC(=O)NCC(O)c2ccccc2)ccc2c3c(c(=O)oc12)CCC3 (stereo not drawn),-2%,3%,1%,0%,-2%,-4,nt,-2%,-1,3%,nt
N=c1ccn2c(n1)O[C@H]1[C@@H](CO)[C@H](O)O[C@H]12,22%,4%,4%,nt,nt,-8,nt,5%,-11,2%,nt
CS(=O)(=O)N1CCN(c2ccc([N+](=O)[O-])cc2C(F)(F)F)CC1,-10%,-2%,?,-2%,?,-6,2%,-1%,-6,1%,nt
O=C1C(=O)N(Cc2cccnc2)C(c2cccc([N+](=O)[O-])c2)/C1=C(\O)c1ccc2c(c1)OCCO2 (stereo not drawn),2%,-1%,-1%,-6%,10%,-4,nt,-2%,-7,4%,nt
O=c1nc2ccccc2c(NS(=O)(=O)c2ccccc2)n1-c1ccccc1,18%,0%,-7%,0%,-8%,-1,-1%,225%[activator],9,1%,-5%
O=C1[C@@H]2C(Cc3ccc(O)cc3)NC3(C(=O)Nc4ccc(F)cc43)[C@@H]2C(=O)N1c1ccc(F)cc1 (stereo partly drawn),6%,-1%,?,0%,-5%,-4,1%,-2%,2,1%,-6%
Cc1ccccc1Cn1cc(C)c(=O)[nH]c1=O,-18%,0%,2%,-4%,1%,-4,1%,2%,-6,2%,1%
Cc1cccc(N2CCN(C(=O)Cn3cnc4c3c(=O)n(C)c(=O)n4C)CC2)c1C,2%,1%,-8%,0%,?,-13,-1%,-1%,8,3%,1%
COc1ccc(NC(=O)C2CCN(S(=O)(=O)c3cccc4cccnc34)CC2)cc1,-1%,2%,0%,0%,-12%,21,-1%,-2%,3,-1%,-4%
CCOc1ccc(CNC(=O)CCS(=O)(=O)c2ccc3c(c2)oc(=O)n3C)cc1,-10%,2%,0%,3%,-3%,5,nt,-2%,2,2%,nt
CCN(C(=O)CSc1nncn1-c1ccccc1)c1c(N)n(Cc2ccccc2)c(=O)[nH]c1=O,-11%,-1%,?,0%,nt,20,-1%,2%,-10,2%,-29%
COC(=O)[C@H](CCSC)NC(=O)Nc1cc(C)ccc1C,5%,1%,6%,-2%,-6%,6,-6%,3%,-5,1%,1%
Nc1cc(Cl)ccc1C(=O)OCC(=O)N1CCCC1,4%,20%,-13%,17%,0%,-5,-4%,110%[activator],-1,2%,-1%
# (further entries)
SMILES,Eya2 phos inh,Mito fusion yeast,BCR signal inh,GALK inhibitor,MBNL1 CUG block,TSHR antag,PKM2 activator,S-ASM inh,KCNH2 WT inh,USP2a inh,Menin MLL FP TR
COCCN1CN=C(NS(=O)(=O)c2ccc(C)cc2)NC1,13%,3%,5%,6%,-5%,-1,nt,1%,0,3%,nt
CCOC(=O)c1cc(-c2csc(N/N=C/c3ccccc3Cl)n2)on1,-1%,2%,1%,2%,nt,-5,-7%,30%,-4,0%,nt
O=C(c1cccc(F)c1)N1CCN(c2cccc(C(F)(F)F)c2)CC1,10%,-3%,2%,-2%,-6%,0,0%,-7%,10,-1%,?
CCCc1noc2c1C(c1cc(Br)ccc1F)C(C#N)=C(N)N2 (stereo not drawn),-1%,-1%,?,0%,-4%,-15,-2%,-1%,-16,-1%,15%
CCOC(=O)c1cc(C#N)c(SCc2cccc3ccccc23)nc1C,-4%,7%,-6%,0%,2%,-7,2%,-3%,-3,7%,-2%
COc1ccc(N(CC(=O)NCCC2=CCCCC2)S(=O)(=O)c2ccc(C)cc2)cc1,-7%,-6%,4%,0%,0%,-4,2%,nt,nt,2%,?
CC(C)(C)c1ccc(OCC(=O)N/N=C/C2CC=CCC2)cc1 (stereo not drawn),-4%,-1%,?,7%,-4%,38,-6%,-5%,16,-6%,-4%
O=C(NCc1ccco1)C1CCN(C(=O)c2ccc(Cl)cc2Cl)CC1,4%,0%,10%,-3%,-6%,-2,-7%,1%,8,-3%,-9%
CCc1ccc(-c2cc(C)no2)cc1S(=O)(=O)N1CCN(c2ccccn2)CC1,-5%,5%,0%,-4%,-2%,-49,nt,-19%,10,1%,nt
OC(CCc1ccncc1)COc1ccccc1 (stereo not drawn),-17%,-1%,1%,nt,nt,6,nt,5%,1,2%,nt
CCCCn1c(N)c(N(CC)C(=O)c2c(C)noc2C)c(=O)[nH]c1=O,3%,nt,2%,nt,nt,-3,nt,1%,-1,2%,nt
CC1=C(C(N)=O)C(c2ccncc2)n2nc(-c3ccccc3Cl)nc2N1 (stereo not drawn),-3%,-5%,-2%,0%,-28%,-3,1%,-1%,8,-1%,-21%
O=C(Nc1cccc(S(=O)(=O)NC2=NCCC2)c1)c1ccc(F)cc1F,9%,nt,-6%,nt,nt,-15,nt,0%,2,3%,nt
COc1ccc(C2CC(=O)C(C=NCCN3CCN(C(C)=O)CC3)=C(O)C2)cc1 (stereo not drawn),3%,-3%,-4%,0%,-12%,5,0%,-2%,22,0%,6%
CC(=O)Nc1cccc(OCCCNC(=O)c2cccc3ccccc23)c1,-2%,3%,6%,5%,4%,-3,-10%,39%,1,0%,nt
C/C(=N\NC(=O)c1nnn(-c2nonc2N)c1CN1CCOCC1)c1ccc(CC(C)C)cc1,14%,-2%,3%,0%,-2%,-4,nt,-1%,-2,2%,-3%
CCOc1ccccc1N(CC(=O)NCC1CCCO1)C(=O)CCC(=O)Nc1ccccn1 (stereo not drawn),15%,-1%,9%,-1%,-11%,14,-6%,7%,-8,0%,-16%
CCN(CC)c1ccc(NC(=O)c2ccc(Br)o2)c(C)c1,-10%,4%,-2%,0%,-4%,-3,-4%,-3%,3,-3%,?
COc1ccc(-c2noc(CSc3nnc(Cc4ccccc4)n3-c3cccc(C)c3)n2)cc1OC,3%,12%,0%,-1%,1%,2,-6%,-15%,-16,3%,?
